ZTA DNA inh = ZTA (EBV) inhibition in EBNA-1 counter-screen. P03206. ZTA-DNA binding, fluorescence polarization. inhibition, % at 11 µM. hit rate 0.15% among 320,000. AID 2234; in the data active = inhibition above about 33%
Target sequence (P03206 whole entry, looked up): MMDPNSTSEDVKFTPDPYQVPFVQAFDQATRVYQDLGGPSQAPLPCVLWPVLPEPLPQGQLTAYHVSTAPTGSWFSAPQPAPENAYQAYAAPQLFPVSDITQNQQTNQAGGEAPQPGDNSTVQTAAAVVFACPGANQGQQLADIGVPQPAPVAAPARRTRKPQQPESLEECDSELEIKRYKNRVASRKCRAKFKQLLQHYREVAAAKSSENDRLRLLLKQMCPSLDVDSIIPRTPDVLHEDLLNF
LYPLA2 inh = counter-screen for PME1 inhibitors: inhibitors of human LYPLA2 | hit rate 0.38% among 320,000 | recombinant LYPLA2, FP-Rh probe fluorescence polarization | AID 2177 | inhibition, % at 5.9 µM | O95372;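 active = inhibition above the screen-wide mean plus 3 SD, limit set per campaign, cut at about 26% in these data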;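 also: 0% = LYPLA2 with DMSO and 100% = wells lacking LYPLA2 enzyme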
Target sequence (O95372 whole entry, looked up): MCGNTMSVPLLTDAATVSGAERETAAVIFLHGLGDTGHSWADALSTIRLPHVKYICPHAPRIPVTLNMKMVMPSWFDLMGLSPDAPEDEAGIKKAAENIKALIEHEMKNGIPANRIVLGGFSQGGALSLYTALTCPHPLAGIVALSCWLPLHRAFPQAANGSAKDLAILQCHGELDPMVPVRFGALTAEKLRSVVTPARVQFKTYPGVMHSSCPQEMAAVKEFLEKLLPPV
EBNA-1 inhibitor = blocks EBNA-1 binding to DNA. EBNA-1 DNA binding, fluorescence polarization. inhibition, % at 14.8 µM. hit rate 0.34% among 300,000; in the data active = inhibition above about 28%
GSTO1 counter = blocks human GSTO1 in RBBP9 counter-screen. recombinant GSTO1, activity-based probe fluorescence polarization. hit rate 1.1% among 300,000. inhibition, % at 5.96 µM. AID 1974;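 active = inhibition above the campaign mean inhibition plus 3 SD, cut at about 35% in these data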;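 also: 0% = GSTO1-1 with DMSO and 100% = wells lacking GSTO1-1 enzyme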
Target sequence (P78417 whole entry, looked up): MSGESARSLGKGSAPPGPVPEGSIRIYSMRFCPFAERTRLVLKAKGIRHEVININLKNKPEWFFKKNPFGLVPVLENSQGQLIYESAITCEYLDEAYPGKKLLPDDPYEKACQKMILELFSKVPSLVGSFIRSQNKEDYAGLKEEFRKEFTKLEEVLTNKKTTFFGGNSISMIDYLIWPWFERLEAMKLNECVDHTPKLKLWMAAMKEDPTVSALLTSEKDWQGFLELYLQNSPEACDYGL
PAD4 FP inh = PAD4 (human) enzyme inhibition | recombinant PAD4, RCA probe fluorescence polarization | hit rate 0.41% among 330,000 | inhibition, % at 6.36 µM | Q9UM07;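 active = percent inhibition above a cutoff equal to the mean of all tested compounds plus 3 SD, cut at about 15% in these data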;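 also: 0% = PAD4 with RCA probe and DMSO and 100% = probe without PAD4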
PAFAH2 inh = inhibitors of human PAFAH2; Q99487; recombinant PAFAH2, FP-rhodamine activity probe, fluorescence polarization; inhibition, % at 3.39 µM; hit rate 0.99% among 340,000;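 active = inhibition above the mean over all tested compounds plus 3 SD, cut at about 30% in these data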;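 also: inhibitors block probe labeling of enzyme so polarization drops; 0% = enzyme with DMSO and 100% = wells lacking PAFAH2 protein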
LYPLA1 counter = blocks human lysophospholipase 1, a PME1 counter-screen. hit rate 0.16% among 320,000. recombinant LYPLA1, FP-Rh probe fluorescence polarization. inhibition, % at 5.9 µM;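 active = inhibition above the mean of all tested compounds plus 3 SD, set per campaign, cut at about 14% in these data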;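 also: inhibitors block serine hydrolase probe labeling of LYPLA1 so polarization falls; 0% = enzyme with DMSO and 100% = wells lacking LYPLA1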
PREPL inh = human PREPL enzyme inhibition; Q4J6C6; recombinant PREPL, fluorescence polarization activity-based probe; inhibition, % at 5.96 µM; hit rate 0.68% among 320,000; AID 2751; in the data active = inhibition above about 43%;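 also: 0% = enzyme with DMSO and 100% = wells lacking enzyme; many of its hits are not listed in these tables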
PAFAH1B3 inh = inhibitors of human PAFAH1B3 | recombinant PAFAH1B3, FP-rhodamine probe, fluorescence polarization | inhibition, % at 3.39 µM | hit rate 0.28% among 340,000 | AID 492972;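 active = inhibition above the screen-wide average of all tested compounds plus 3 SD, cut at about 25% in these data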;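 also: 0% = enzyme with DMSO only and 100% = wells lacking PAFAH1B3 protein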
Target sequence (Q15102 whole entry, looked up): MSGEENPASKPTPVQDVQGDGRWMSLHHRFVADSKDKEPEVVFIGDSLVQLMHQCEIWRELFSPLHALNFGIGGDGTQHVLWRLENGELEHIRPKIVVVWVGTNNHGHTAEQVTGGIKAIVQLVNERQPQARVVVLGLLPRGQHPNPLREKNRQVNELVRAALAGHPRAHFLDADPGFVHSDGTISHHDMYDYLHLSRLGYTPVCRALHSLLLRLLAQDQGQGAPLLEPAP
* hit, by the source's call; x = no result given. A portion of the library; rates above refer to the full screens.

SMILES	ZTA DNA inh	LYPLA2 inh	EBNA-1 inhibitor	GSTO1 counter	PAD4 FP inh	PAFAH2 inh	LYPLA1 counter	PREPL inh	PAFAH1B3 inh
O=C(CN(Cc1ccccc1)C(=O)CCC(=O)Nc1nccs1)NCc1ccc(F)cc1	5	0	-6	-4	-4	-5	-1	-4	3
Cc1cc(C)n2cc(COc3ccccc3)nc2n1	6	2	7	0	4	4	-4	0	9
CC(C)CCOc1ccc(C2CC(=O)N(C)C2=O)cc1 (configuration not stated)	8	3	-3	-7	-2	4	-4	1	-4
N#C/C(=C\c1ccc(F)cc1)c1n[nH]c(Cn2cncn2)n1	2	-1	-19	-6	-5	6	1	-2	4
CCOc1ccc(C(=O)NCC(=O)OCCCOC(=O)CNC(=O)c2ccc(OCC)cc2)cc1	-3	8	-1	0	4	5	3	-10	4
COc1c(C)cc(Br)cc1C(=O)NC(=S)NCc1ccco1	-5	4	8	9	-4	-3	1	11	8
CC(C)c1cc(NCC2CCCO2)n2c(nc3ccccc32)c1C#N (configuration not stated)	-8	0	-12	-14	2	7	0	8	1
COc1ccccc1CN1CC(C(=O)NC2CCOCC2)CCC1=O (configuration not stated)	-3	-6	12	2	-3	-2	-1	11	12
CC(C)(C)SCCNC(=O)c1ccc(Cl)c([N+](=O)[O-])c1	-12	4	6	4	1	-6	-2	4	-7
S=C(Nc1ccc2c(c1)OCO2)Nc1ccccc1Cl	-18	-1	-3	3	-4	6	-1	-6	8
CC(=O)N[C@@H](C)c1nc2ccccc2n1CCNC(=O)[C@H]1CCCN1c1nc(CN2CCCCC2)cs1	2	-3	2	0	2	x	-5	23	x
Cc1ccc(S(=O)(=O)N2CCN(C(=O)C(Cc3ccccc3)NC(=O)c3ccccc3)CC2)cc1 (configuration not stated)	-6	-8	x	x	-1	4	-3	19	9
COc1ccc2[nH]c(C)cc(=O)c2c1	10	-1	-6	7	0	1	1	0	5
CNC(=O)CSCCn1c(SCC(=O)NC)nc2ccccc2c1=O	3	4	6	-2	-2	-6	-2	-8	6
O=C(CSc1nnc2c(n1)[nH]c1ccccc12)N1CCCCC1	-17	2	-3	-2	0	24	2	16	-2
CCOCc1nc(C)c(Cl)c(NS(=O)(=O)c2ccc(N)cc2)n1	6	4	-9	3	0	2	-1	-7	6
CCN(CC)S(=O)(=O)c1ccc(Cl)c(OC)c1	20	1	6	2	-2	-7	1	0	2
COc1ccc(C(=O)NC(=O)COC(=O)c2ccc(C)o2)cc1	-15	-4	x	x	1	2	-4	15	1
O=C(Nc1cccc2ccccc12)NC1CCCc2ccccc21 (configuration not stated)	-10	-1	1	-6	-3	-7	-3	-1	-1
CC(=O)NC(CC(=O)OCc1ccc([N+](=O)[O-])cc1)c1ccccc1 (configuration not stated)	0	1	6	2	-7	3	0	2	9
COc1ccc(C(=O)N(C)Cc2ccccn2)cc1OC1CCN(C(C)C)CC1	16	7	9	-2	-2	-1	-1	3	10
Cc1[nH]c2ccccc2c1C(=O)CN1CCC2(CC1)OCCO2	-11	8	0	-3	-4	-1	1	0	-3
Cc1occc1C(=O)N1CCCC(N2CCN(c3cccc(C(F)(F)F)c3)CC2)C1 (configuration not stated)	3	28*	3	4	-4	2	0	9	1
Cc1c(OCC(=O)NC2CCN(Cc3ccccc3)CC2)ccc2c3c(c(=O)oc12)CCC3	3	2	4	-6	-2	-4	-3	12	15
Cc1ccc(OCCNC(=O)c2cccc(C)c2)cc1	10	9	11	0	4	4	7	0	0
COc1ccc(C(=O)OCC(=O)Nc2ccccc2)cc1[N+](=O)[O-]	2	9	-10	14	2	71*	3	17	3
Cc1ccc(CNC(=O)Cn2ccc3ccccc3c2=O)o1	9	-1	2	-3	0	-6	-1	-7	1
Cn1c(=O)c2c(ncn2CC(=O)NC2CCCCC2)n(C)c1=O	-4	4	2	1	5	-5	1	9	6
Cc1nc2ccccc2n1CSc1ccccc1	-1	-1	-1	5	1	3	2	-7	10
CC1=C(C(=O)Nc2ccc(C)cc2)C(c2cccs2)NC(=S)N1 (configuration not stated)	0	6	-10	3	-1	-6	2	-12	16
O=C(O)c1ccc(N/N=C/c2cccc3nccnc23)cc1	-20	5	-10	-6	-1	-1	2	4	-3
CC(C)c1ccc(NC2CCCN(C(=O)C3=NN(C)C(=O)CC3)C2)cc1 (configuration not stated)	-15	4	-5	3	-4	3	-2	6	12
COc1ccc(NC(=S)N2CCN(c3ccc([N+](=O)[O-])cc3)CC2)cc1OC	-8	36*	0	7	-2	-4	14	47*	-2
O=C(CCN1C(=O)/C(=C/c2cccs2)SC1=S)NNC(=O)c1cccc(O)c1	0	-26	13	1	-13	-51	-14	-102	-52
Cc1ccc(-n2nc(C)c3c2OC(N)=C(C#N)C3c2ccoc2)cc1 (configuration not stated)	24	2	9	36*	-11	3	2	-1	0
CC(C)(C)OC(=O)NCc1ccc(NC(=O)c2nc[nH]c2C(=O)N[C@@H](Cc2ccccc2)C(=O)OCc2ccccc2)cc1	18	-81	7	-22	0	-58	-43	-25	-50
COC(=O)c1ccc(C(=O)Nc2cc(Cl)ccc2Cl)cc1NC(=O)c1ccc(N(C)C)cc1	3	2	-1	-5	1	2	-3	5	1
CCOc1nonc1C(=N)/C(C(C)=O)=C(\C)O	1	-5	-1	7	1	-7	-2	-4	-4
CCCc1cc(C(=O)Nc2cccnc2Cl)no1	20	-3	8	-2	-4	6	-1	3	-4
Cc1ccc(-c2cn3cccnc3n2)cc1NC(=O)c1ccc(Br)o1	-1	1	-10	-2	-4	-4	-4	9	-6
Cc1cc(C(F)F)n2nc(C(=O)Nc3cccnc3Cl)nc2n1	7	-1	3	-3	3	-6	-2	3	3
COc1c(F)c(F)cc2c(=O)c(C(=O)O)cn(C3CC3)c12	-4	1	11	-2	-5	7	-1	8	-1
COc1ccccc1Nc1ccc(N)cc1	-24	9	6	35*	-1	2	5	84*	2
C=CCOc1ccc(C2NC(=O)c3ccccc3O2)cc1OCC (configuration not stated)	-6	3	-10	2	-4	-7	4	0	3
Cc1cc(C(=O)N/N=C/c2ccc3c(c2)OCO3)c(C)o1	5	6	-9	6	-2	-1	2	5	11
COc1ccc(CCN2CC(C(=O)NCCc3cn[nH]c3)CCC2=O)cc1 (configuration not stated)	-6	-6	-4	7	-3	8	0	-4	9
O=C1NC(Nc2nc3ccccc3s2)(C(F)(F)F)C(=O)N1C1CCCCC1 (configuration not stated)	-10	1	-4	-2	-1	0	1	6	0
CCCS(=O)(=O)N1CCCC(C(=O)NCC(OC)OC)C1 (configuration not stated)	-17	7	0	4	-1	6	3	-3	8

Pulled by structure from the list above (five):
SMILES	ZTA DNA inh	LYPLA2 inh	EBNA-1 inhibitor	GSTO1 counter	PAD4 FP inh	PAFAH2 inh	LYPLA1 counter	PREPL inh	PAFAH1B3 inh
COc1ccc2[nH]c(C)cc(=O)c2c1	10	-1	-6	7	0	1	1	0	5
COc1ccc(C(=O)N(C)Cc2ccccn2)cc1OC1CCN(C(C)C)CC1	16	7	9	-2	-2	-1	-1	3	10
CCOCc1nc(C)c(Cl)c(NS(=O)(=O)c2ccc(N)cc2)n1	6	4	-9	3	0	2	-1	-7	6
COc1ccc(C(=O)NC(=O)COC(=O)c2ccc(C)o2)cc1	-15	-4	x	x	1	2	-4	15	1
Cc1ccc(-n2nc(C)c3c2OC(N)=C(C#N)C3c2ccoc2)cc1 (configuration not stated)	24	2	9	36*	-11	3	2	-1	0

Other compounds:
SMILES	ZTA DNA inh	LYPLA2 inh	EBNA-1 inhibitor	GSTO1 counter	PAD4 FP inh	PAFAH2 inh	LYPLA1 counter	PREPL inh	PAFAH1B3 inh
Cc1ccccc1-n1c(-c2ccc(Br)o2)n[nH]c1=S	16	-4	4	0	-2	-1	-1	2	2
CCn1cc(C(=O)NCCCN(C)c2ccccc2)c(=O)c2cc(S(=O)(=O)N(C)C)ccc21	8	-7	-2	-1	4	-9	1	16	14
Cn1cccc1CNCc1ccccc1Cl	6	-1	8	0	0	-3	-6	13	-1
COC(=O)c1ccc(C(=O)OC)c(NC(=O)CN(C)Cc2ccc(Cl)c(Cl)c2)c1	-1	-1	-2	-1	-1	3	-2	-11	8
Cc1cccc(N(CC(=O)NC2CCCCC2)C(=O)c2c(C)noc2C)c1	-2	8	-3	0	2	-5	-1	5	7
CCC(=O)Nc1ccc(NC(=O)c2cccc(OC)c2)nc1	4	0	6	0	4	1	2	8	5
COc1cc(OC)cc(C(=O)NCCC(=O)NCCc2ccc(OC)c(OC)c2)c1	2	2	3	-2	-1	-4	2	5	-3
COc1ccc(Cc2nnc(NC(=O)c3cc(OC)c(OC)c(OC)c3)s2)cc1OC	5	9	9	-4	1	5	-4	7	1
CC(C)CNC(=O)N1c2ccccc2Sc2ccccc21	3	-4	-7	-13	1	-5	0	14	-2
Cc1ccc(C(C)(C)NC(=O)C2CCC(=O)N(CC3CCCCC3)C2)cc1 (configuration not stated)	4	7	3	9	-5	2	3	2	9
CC(NS(=O)(=O)c1ccc(Cl)c(Cl)c1)C(=O)OCC(=O)N1CCCCCC1 (configuration not stated)	0	-2	x	x	-1	6	2	25	9
CC(=O)Nc1ccc(C(=O)OCC(=O)c2ccc(C)c([N+](=O)[O-])c2)cc1	4	5	-13	-5	1	33*	-3	-8	4
COc1ccc(C(=O)CN2CCN(c3ncccn3)CC2)cc1	-16	1	-6	2	4	0	3	11	4
Cc1cccc(CCNC(=O)CCc2nc(-c3ccccc3F)no2)c1	8	4	-1	5	0	1	-1	-31	6
Cc1ccsc1/C=N/Nc1ccc(F)cc1F	-12	5	5	5	-1	4	-4	24	8
CN(C)CCN1C(=O)C(=O)/C(=C(/O)c2ccc3c(c2)OCCO3)C1c1ccccn1 (configuration not stated)	-4	0	5	-4	3	5	0	6	3
Cc1cccc(-n2nc(C(=O)Nc3ccccc3)n3c(=O)cc(-c4ccccc4)nc23)c1	4	4	-3	-2	-1	9	-3	-1	4
CCCCCCCCNC(=O)CCNC(=O)c1ccc(C(C)(C)C)cc1	1	3	3	3	-1	2	-3	9	3
CC1(c2ccc3c(c2)OCCCO3)NC(=O)N(CC(=O)Nc2cccc(C#N)c2)C1=O (configuration not stated)	-24	10	x	x	-2	4	-1	8	3
COc1ccc(OC)c(S(=O)(=O)NCC(=O)O)c1	0	-7	-8	3	-6	3	-4	0	1
COc1ccc(N(CC(=O)NCCSCc2ccc(Cl)cc2)S(C)(=O)=O)cc1Cl	9	3	6	-3	-5	2	-1	-4	8
COc1cc(C(=O)N(Cc2cccnc2)Cc2cc3cc4c(cc3[nH]c2=O)OCCO4)cc(OC)c1OC	-16	-1	8	7	-3	-3	-1	4	0
C/C(=N\NC(=O)c1ccc(N)cc1)C1CC1	-11	1	-2	1	5	0	-1	7	7
Cc1ccc(C(=O)Nc2scc(-c3ccccc3)c2C(=O)O)cc1	-6	1	2	4	1	-8	2	-1	14
O=C(O)CC(NS(=O)(=O)c1ccc2c(c1)OCCO2)c1ccccc1[N+](=O)[O-] (configuration not stated)	x	x	x	x	-16	14	x	28	-1
CCOC(=O)N1CCC(=NNC(=O)c2ccccc2F)CC1	-9	9	-9	-3	-5	-9	1	-11	1
CN1C(=O)N(S(=O)(=O)c2ccc(F)c(F)c2F)C(=O)C1(C)C	-2	-3	3	-1	-2	-6	-1	-2	-11
Cc1ccc([N+](=O)[O-])c(OCCCN2CCC(Cc3ccccc3)CC2)c1	0	27*	3	5	4	5	36*	7	11
Nc1c(-c2cccc(Cl)c2)cnc2c(-c3ccccc3)cnn12	-6	-11	-14	6	0	-3	-3	14	5
O=C1CC(CSc2ccc(Cl)cc2)=NN1	-15	1	-2	37*	4	x	0	17	x

High-throughput results (PubChem)
